Bioassay records: PubChem BioAssay, The Scripps Research Institute Molecular Screening Center
ARFGAP1 inh – rat ARFGAP1 inhibition; Arfgap1-stimulated ARF1 GTP hydrolysis, GDP FP detection; 360,000 compounds, 0.26% hits; AID 651572; Q62848; inhibition, % at 16.5 µM;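 active = inhibition above a per-plate limit, mean inhibition of low control wells plus 3 SD, cut at about 25% in these data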;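 note: 0% = DMSO wells with enzyme and 100% = wells lacking Arfgap1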
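Material: truncated rat Arfgap1 GAP domain; Incubation: compound-enzyme preincubation 20 min, reaction 120 min, detection 60 min, 25 °C; Read-out: percent inhibition of Arfgap1-stimulated GTP hydrolysis; Technique: FP, GDP Alexa 633 tracer displaced from anti-GDP antibody, 620/688 nm; Controls: No-Arfgap1 wells (100%) versus DMSO full-reaction wells (0%); Replication: single well per compound.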
LEDGF integ inh – blocks HIV-1 LEDGF/p75-dependent DNA integration | 370,000 compounds, 0.64% hits | TR-FRET IN-LEDGF/p75 DNA integration, Eu/Cy5 | inhibition, % at 3.7 µM | AID 743269;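 active = inhibition above the screen-wide mean plus 3 SD, cut at about 13% in these data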;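 note: signal is the Cy5 over europium emission ratio at 671 and 618 nm; 0% = plate median of compound wells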
proKLK7 act – activates the human kallikrein-7 zymogen; purified proKLK7, EDANS-DABCYL substrate fluorescence; 100% is mature enzyme control, 0% vehicle; activation, % at 7 µM; 370,000 compounds, 0.9% hits;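 active = activation above the mean of all tested compounds plus 3 SD, computed per campaign excluding outliers beyond control limits, cut at about 13% in these data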
Tn7 DDE FP – inhibitors of Tn7 peptide binding to human fibrin DD(E); AID 720508; 370,000 compounds, 0.13% hits; inhibition, % at 8.3 µM; FP displacement of FITC-Tn7 peptide from fibrin DD(E); 0% = median of compound wells per plate;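 active = inhibition above the mean of compounds falling within the control limits plus 3 SD of them, cut at about 14% in these data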;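 note: 0% = plate median of compound wells and 100% = 10 µM Aha-Tn7 peptide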
Target sequence (P02675 whole entry, looked up): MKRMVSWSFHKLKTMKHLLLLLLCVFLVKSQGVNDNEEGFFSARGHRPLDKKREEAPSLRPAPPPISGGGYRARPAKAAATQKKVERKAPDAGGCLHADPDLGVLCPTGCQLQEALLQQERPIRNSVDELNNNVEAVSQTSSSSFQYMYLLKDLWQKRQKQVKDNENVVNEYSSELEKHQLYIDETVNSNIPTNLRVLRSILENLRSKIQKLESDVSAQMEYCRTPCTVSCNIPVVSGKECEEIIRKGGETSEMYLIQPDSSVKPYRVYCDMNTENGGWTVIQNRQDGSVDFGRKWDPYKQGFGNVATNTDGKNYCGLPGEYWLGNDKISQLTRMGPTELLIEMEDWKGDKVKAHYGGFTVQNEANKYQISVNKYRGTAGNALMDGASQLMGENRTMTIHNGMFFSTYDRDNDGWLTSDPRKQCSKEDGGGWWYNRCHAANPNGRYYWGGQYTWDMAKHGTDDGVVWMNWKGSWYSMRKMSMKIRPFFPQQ
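Test system: human clot-derived fibrin DD(E) complex / Quantity: 2 µM final DD(E) protein / Incubation: 10 min plus 3 h, room temperature / Measured by: fluorescence polarization / Benchmarks: high control of 10 µM Aha-Tn7 peptide / Replicates: singlicate testing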
DDE Tn6 FP inh – disrupts Tn6 cyclic peptide binding to fibrin D-Dimer-E complex; Fibrin DD(E) TRITC-Tn6 fluorescence polarization displacement; inhibition, % at 8.3 µM; 370,000 compounds, 0.21% hits; P02675;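 active = inhibition above a per-campaign cutoff: mean of compounds within control limits plus 3 SD, cut at about 15% in these data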;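 note: 0% = median of all compound wells on the plate and 100% = blocking peptide control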
TDP2 absorb – TDP2 (human) inhibition, absorbance primary screen. O95551. recombinant TDP2, T5PNP hydrolysis, p-nitrophenol absorbance 415 nm. inhibition, % at 12.8 µM. 370,000 compounds, 0.34% hits. AID 720702;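 active = inhibition above the mean of all tested compounds plus 3 SD, set per campaign, cut at about 25% in these data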;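 note: 0% = DMSO with enzyme and 100% = buffer with substrate but no TDP2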
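Test system: human TDP2 enzyme; Input: 120 nM TDP2 per well; Buffer or medium: Mg2+-containing Tris-HCl buffer, pH 7.5; Reagent: 5 mM T5PNP; Dosing: 12.8 µM single point, 1% DMSO; Incubation: reaction 2 h, 37 °C; Detection: p-Nitrophenol epi absorbance; Read-out: % inhibition relative to enzyme-containing and enzyme-free wells; Replicates: single well per compound.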
ADAM10 inh – inhibits human ADAM10; 370,000 compounds, 0.62% hits; inhibition, % at 7 µM; recombinant ADAM10, EDANS/DABCYL FRET peptide cleavage, 3 h; O14672;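 active = inhibition above a per-campaign cutoff equal to the mean of compounds falling between control-based bounds plus 3 SD, cut at about 20% in these data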;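 note: 0% = DMSO wells while the 100% control is not disclosed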
Target sequence (O14672 214-748 limits assumed): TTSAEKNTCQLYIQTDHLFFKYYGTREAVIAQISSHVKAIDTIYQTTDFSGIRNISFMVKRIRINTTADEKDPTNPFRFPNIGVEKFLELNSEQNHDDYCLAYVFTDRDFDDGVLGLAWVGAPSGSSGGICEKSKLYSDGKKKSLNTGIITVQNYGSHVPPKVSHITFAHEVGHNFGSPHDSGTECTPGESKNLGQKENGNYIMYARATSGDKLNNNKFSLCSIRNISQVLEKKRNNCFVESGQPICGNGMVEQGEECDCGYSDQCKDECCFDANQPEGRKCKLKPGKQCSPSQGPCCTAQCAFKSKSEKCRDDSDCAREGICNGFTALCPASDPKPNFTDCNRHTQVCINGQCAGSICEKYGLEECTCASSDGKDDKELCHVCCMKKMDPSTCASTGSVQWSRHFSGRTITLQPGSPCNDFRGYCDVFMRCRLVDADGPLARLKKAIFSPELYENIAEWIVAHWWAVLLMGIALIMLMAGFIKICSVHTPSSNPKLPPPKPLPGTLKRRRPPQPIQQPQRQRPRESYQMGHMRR
ASAP1 GAP inh – blocks human ASAP1-stimulated Arf1 GTP hydrolysis | Q9ULH1 | GDP FP detection | inhibition, % at 16.5 µM | 360,000 compounds, 0.19% hits; in the data active = inhibition above about 25%;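 note: 0% = vehicle with enzyme and substrate and 100% = no enzyme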
PLCg1 inh – PLC-gamma1 (human) inhibition, primary screen. AID 720700. purified PLC-gamma1, fluorogenic substrate, fluorescence. 370,000 compounds, 0.84% hits. inhibition, % at 12.2 µM. P19174; in the data active = inhibition above about 9.5%
ADAM17 inh – inhibitors of human ADAM17 | recombinant ADAM17, EDANS/DABCYL FRET peptide cleavage | inhibition, % at 6.95 µM | 370,000 compounds, 0.83% hits | AID 720648;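 active = inhibition above the mean of compounds lying between control limits plus 3 SD, set per campaign, cut at about 8.5% in these data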;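 note: 0% = DMSO-only wells as the low control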
* marks the source's active call; other numbers are inactive results; / = no result given.

1. O=C(COC(=O)c1ccc(O)cc1)NCCC1=CCCCC1
2. Cc1ccc(Nc2nc(N)nc(COC(=O)c3ccc(Br)o3)n2)cc1
3. Cc1cc(C(=O)OCC(=O)N(CC(C)C)c2c(N)n(Cc3ccccc3)c(=O)[nH]c2=O)c2ccccc2n1
4. COc1ccccc1N1C(C)=CC(=C(C#N)c2nc3ccccc3s2)C=C1C
5. CN1CCN(C(=O)CSc2nc3ccc(NC(=O)c4ccccc4F)cc3s2)CC1
Assay by compound	1	2	3	4	5
ARFGAP1 inh	-8	-2	-10	0	18
LEDGF integ inh	0	-1	0	5	0
proKLK7 act	0.1	-0.5	0.2	0.3	0.0
Tn7 DDE FP	4	-4	0	0	-5
DDE Tn6 FP inh	3	-6	-3	2	4
TDP2 absorb	7	14	-6	-5	-4
ADAM10 inh	2	2	-3	5	-14
ASAP1 GAP inh	-8	-7	-25	1	-7
PLCg1 inh	-2	-3	-2	-4	-2
ADAM17 inh	-1	0	-11	-1	-3

Entries listed so far that contain a halogen:
2. Cc1ccc(Nc2nc(N)nc(COC(=O)c3ccc(Br)o3)n2)cc1
5. CN1CCN(C(=O)CSc2nc3ccc(NC(=O)c4ccccc4F)cc3s2)CC1
Assay by compound	2	5
ARFGAP1 inh	-2	18
LEDGF integ inh	-1	0
proKLK7 act	-0.5	0.0
Tn7 DDE FP	-4	-5
DDE Tn6 FP inh	-6	4
TDP2 absorb	14	-4
ADAM10 inh	2	-14
ASAP1 GAP inh	-7	-7
PLCg1 inh	-3	-2
ADAM17 inh	0	-3

(list continues)
6. COc1ccc(CCNCC(O)c2ccccc2)cc1 (configuration not stated)
7. COc1cccc(CCc2nc3ccccc3c(=O)n2N)c1
8. COc1cc(C)c(C(C)C)cc1S(=O)(=O)N1CCOCC1
9. COc1ccc(N2CCN(C(CNC(=O)OCc3ccccc3)c3ccco3)CC2)cc1 (configuration not stated)
10. NS(=O)(=O)c1ccc(-c2cccc(/C=C3\SC(=O)NC3=O)c2)cc1
Assay by compound	6	7	8	9	10
ARFGAP1 inh	0	8	1	5	-5
LEDGF integ inh	2	4	-5	3	0
proKLK7 act	-0.9	0.4	-0.5	-0.5	-0.7
Tn7 DDE FP	2	-9	1	8	1
DDE Tn6 FP inh	-1	-6	-2	2	-4
TDP2 absorb	9	-1	-6	2	9
ADAM10 inh	0	-32	-2	7	3
ASAP1 GAP inh	6	-5	-12	9	5
PLCg1 inh	0	-2	-3	5	1
ADAM17 inh	-2	-15	-1	1	0

Structures listed so far containing two or more sulfur atoms, in the order listed:
5. CN1CCN(C(=O)CSc2nc3ccc(NC(=O)c4ccccc4F)cc3s2)CC1
10. NS(=O)(=O)c1ccc(-c2cccc(/C=C3\SC(=O)NC3=O)c2)cc1
Assay by compound	5	10
ARFGAP1 inh	18	-5
LEDGF integ inh	0	0
proKLK7 act	0.0	-0.7
Tn7 DDE FP	-5	1
DDE Tn6 FP inh	4	-4
TDP2 absorb	-4	9
ADAM10 inh	-14	3
ASAP1 GAP inh	-7	5
PLCg1 inh	-2	1
ADAM17 inh	-3	0

Following part:
11. O=C(c1cc2ccccc2o1)N1CCC(N2CCC(C(=O)N3CCCC3)CC2)CC1
12. O=C(CCl)c1cc2c3c(c1)CC(=O)N3CCC2
13. O=C1/C(=C/c2cccs2)SC(=S)N1CCCC(=O)N(CCO)c1ccccc1
14. CCn1ncc(C2=NOC(C(=O)Nc3cccnc3)C2)c1C (configuration not stated)
15. CCCn1c(N)c(C(=O)CSc2nc3ccccc3c(=O)n2-c2ccc(OC)cc2)c(=O)[nH]c1=O
Assay by compound	11	12	13	14	15
ARFGAP1 inh	-15	1	-3	-3	10
LEDGF integ inh	-7	2	-4	-1	0
proKLK7 act	-0.3	0.7	-0.2	0.3	0.4
Tn7 DDE FP	-1	6	4	3	2
DDE Tn6 FP inh	6	-1	4	5	-3
TDP2 absorb	-14	9	-16	-8	1
ADAM10 inh	-6	-1	24*	-3	4
ASAP1 GAP inh	-9	0	-20	-22	4
PLCg1 inh	1	-4	5	3	4
ADAM17 inh	-1	-1	1	1	2

16. CCC(=O)c1ccc(OCC(=O)NCc2ccccc2CN2CCCC2)cc1
17. COC(=O)[C@@]1(Cc2ccc(OC)cc2)[C@H]2c3cc(C(=O)N4CCCC4)n(Cc4ccccc4)c3C[C@H]2CN1C(=O)c1ccccc1
18. Nc1ccc(CSc2ccc(Cl)cc2)cc1
19. S=c1[nH]nc(-c2cccc(Br)c2)o1
20. O=C(COC(=O)COc1ccccc1)NCc1ccco1
Assay by compound	16	17	18	19	20
ARFGAP1 inh	-5	-3	-6	4	-2
LEDGF integ inh	5	5	0	3	-1
proKLK7 act	-0.3	0.9	0.0	0.5	0.2
Tn7 DDE FP	-7	-3	-1	0	2
DDE Tn6 FP inh	4	-7	0	-1	4
TDP2 absorb	-4	-3	-6	-1	11
ADAM10 inh	-6	3	9	-24	-2
ASAP1 GAP inh	-8	-3	-11	-7	6
PLCg1 inh	0	1	2	-31	-1
ADAM17 inh	-2	4	-2	-11	-2

21. COc1ccc(Cn2cccc(NC(=O)Nc3cccc(C#N)c3)c2=O)cc1
22. COc1cccc(NC(=O)CNC(=O)c2ccc(F)cc2)c1
23. CCCCCCC(=O)NC1CCCCN(Cc2ccc(C)cc2)C1=O (configuration not stated)
24. CC(=O)c1ccc(N(CC(=O)NC2CCCCC2)C(=O)CNC(=O)c2cccs2)cc1
25. COc1ccc(-c2csc(Nc3cccnc3)n2)cc1OC
Assay by compound	21	22	23	24	25
ARFGAP1 inh	10	11	/	-14	9
LEDGF integ inh	12	4	-2	-2	-4
proKLK7 act	-4.0	0.8	-0.1	0.4	-0.3
Tn7 DDE FP	2	0	0	0	0
DDE Tn6 FP inh	-3	2	5	0	5
TDP2 absorb	7	-2	1	-5	-9
ADAM10 inh	-42	3	1	6	-1
ASAP1 GAP inh	3	-3	/	6	11
PLCg1 inh	-6	-1	-1	5	-1
ADAM17 inh	-13	0	-1	-3	1

26. CCc1ccc(NC(=S)N(CCCN2CCOCC2)Cc2ccccn2)cc1
27. CC(C)(O)CN(CCCNC(=S)Nc1ccccc1)C(=S)Nc1ccccc1
28. CCCCS(=O)(=O)N1C2=NC(C(=O)OCC)=C(C(=O)OCC)C3N(Cc4ccc(C#N)cc4)c4ccccc4[C@]23C[C@H]1C(=O)OC (some centres not stated)
29. O=C1CNC(=O)/C1=C\N1CCCCC1
30. CC(=O)N1c2ccc(S(=O)(=O)NCC3CCC(C(=O)NC4CCCCC4C)CC3)cc2CC1C (configuration not stated)
Assay by compound	26	27	28	29	30
ARFGAP1 inh	5	12	-4	0	8
LEDGF integ inh	2	0	2	0	2
proKLK7 act	0.4	0.9	-0.1	0.4	0.2
Tn7 DDE FP	-6	1	-9	1	-3
DDE Tn6 FP inh	-2	10	-7	9	-3
TDP2 absorb	8	0	-3	4	-3
ADAM10 inh	-10	0	9	3	-5
ASAP1 GAP inh	-16	0	-5	-9	0
PLCg1 inh	-2	3	2	8	-1
ADAM17 inh	-5	-2	5	-1	-6

31. C/C(=N\NC(=O)CSCc1ccc([N+](=O)[O-])cc1)c1cccc(Br)c1
32. CC(C)(C)n1nnnc1C(c1ccccc1)N1CCN(C/C=C/c2ccccc2)CC1 (configuration not stated)
33. CCC1Sc2ccccc2N(CC(=O)NCCC(C)C)C1=O (configuration not stated)
34. COC(=O)CC[C@@H](C(=O)O)N1C(=O)c2ccccc2C1=O
35. CCOc1ccc(NC(=O)C(=O)NCc2ccncc2)cc1
Assay by compound	31	32	33	34	35
ARFGAP1 inh	-5	7	6	6	1
LEDGF integ inh	0	2	3	-1	0
proKLK7 act	0.1	0.9	-0.2	-0.1	-0.5
Tn7 DDE FP	-2	5	-6	-5	-8
DDE Tn6 FP inh	-2	-1	1	-3	-5
TDP2 absorb	-1	-2	-13	9	1
ADAM10 inh	3	-2	-2	5	-1
ASAP1 GAP inh	11	-6	2	5	6
PLCg1 inh	-1	1	13*	1	0
ADAM17 inh	6	-1	9	-1	1

36. Cc1occc1-c1nnc(SCC(=O)N2CCN(c3ccccc3)CC2)n1C
37. COc1ccccc1CNC(=O)CCCNC(=O)c1ccc(Cl)cc1
38. COc1ccc(NC(=S)/N=C(\N)Nc2nc(C)c3ccc(C)cc3n2)cc1
39. Cc1ccc2c(NC(=O)c3ccco3)cccc2n1
40. COc1ccc(NC(=O)c2ccc(OC)c(S(=O)(=O)N3CCCCC3C)c2)cn1 (configuration not stated)
Assay by compound	36	37	38	39	40
ARFGAP1 inh	13	9	0	-3	5
LEDGF integ inh	1	0	1	0	-2
proKLK7 act	0.0	-0.7	-1.3	-0.1	0.1
Tn7 DDE FP	2	-2	-3	-5	9
DDE Tn6 FP inh	8	5	-1	-2	-9
TDP2 absorb	6	2	13	12	2
ADAM10 inh	1	0	-5	-7	3
ASAP1 GAP inh	-7	0	-2	-2	2
PLCg1 inh	0	-4	1	0	1
ADAM17 inh	-2	-3	0	-3	-10

41. Cc1ccc(C(C)C)c(OCCn2c(=O)oc3ccccc32)c1
42. Cc1cc(N2CCOCC2)ccc1/C=C1\NC(=O)N(CC(=O)Nc2ccc(F)cc2)C1=O
43. Cc1nnc2ccc(-c3cccc(NS(=O)(=O)c4ccccc4[N+](=O)[O-])c3)nn12
44. Cc1ccc(NC(=O)COC(=O)c2ccc3c(c2)NC(=O)C2CCCN32)cc1 (configuration not stated)
45. Cc1cccc(C)c1NC(=O)N1CCC(N2CCCCC2)CC1
46. COc1ccc(NC(=O)CCS(=O)(=O)c2ccccc2)c(OC)c1
Assay by compound	41	42	43	44	45	46
ARFGAP1 inh	-4	0	4	11	-4	-19
LEDGF integ inh	1	0	1	-2	0	-1
proKLK7 act	0.3	0.0	-0.5	-4.8	0.1	0.3
Tn7 DDE FP	4	-2	-9	1	-2	-3
DDE Tn6 FP inh	3	2	5	-6	3	1
TDP2 absorb	7	6	-5	8	-5	-1
ADAM10 inh	18	-13	-3	-80	2	-2
ASAP1 GAP inh	-1	2	-17	-11	-11	2
PLCg1 inh	6	-35	0	-127	1	0
ADAM17 inh	3	-4	-1	-15	-1	0
